UGM FP inh: blocks M. tuberculosis UGM enzyme; purified UGM, fluorescence polarization probe displacement; inhibition, % at 10 µM; 320,000 compounds, 0.06% hits; in the data active = inhibition above about 10%, passing the limit was not always enough
Target sequence (P9WIQ1 whole entry, looked up): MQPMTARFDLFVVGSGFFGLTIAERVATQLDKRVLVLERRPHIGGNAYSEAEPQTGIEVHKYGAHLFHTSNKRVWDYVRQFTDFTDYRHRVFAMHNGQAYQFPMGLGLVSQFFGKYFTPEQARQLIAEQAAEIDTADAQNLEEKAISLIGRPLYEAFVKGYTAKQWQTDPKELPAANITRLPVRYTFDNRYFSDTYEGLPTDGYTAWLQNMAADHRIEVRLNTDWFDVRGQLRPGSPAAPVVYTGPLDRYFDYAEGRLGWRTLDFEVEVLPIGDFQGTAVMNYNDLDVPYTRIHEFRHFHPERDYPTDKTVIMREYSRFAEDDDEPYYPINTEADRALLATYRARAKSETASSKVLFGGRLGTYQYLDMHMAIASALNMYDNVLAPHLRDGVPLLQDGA
BioA inh: blocks M. tuberculosis BioA enzyme activity | purified M. tuberculosis BioA enzyme, plate reader | inhibition, % at 9.99 µM | 360,000 compounds, 0.096% hits; in the data active = inhibition above about 40%
Vc quorum ag: induces V. cholerae light production without autoinducers | V. cholerae BH1578 lux reporter, luminescence, 6 h | activation, % at 18.7 µM | 350,000 compounds, 0.16% hits | AID 588436; in the data active = activation mostly above about 9.7%, no sharp cut-off; also: not every result past the cut was called active; inactives centre near 0; reference of the scale not given here
GDH-TPI inh: inhibits GDH-TPI coupling enzymes, artifact for Mtb FBA screen; AID 588335; GDH-TPI coupled enzyme counterscreen, NADH absorbance; inhibition, % at 4.8 µM; 360,000 compounds, 1.2% hits; in the data active = inhibition above about 30%;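 also: 0% = DMSO wells and 100% = wells lacking the enzyme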
MazEF act: increases E. coli MazEF RNase cleavage of RNA | FAM/BHQ RNA-DNA oligo cleavage fluorescence, 5 h | P0AE70 | 350,000 compounds, 0.32% hits | AID 504720 | activation, % at 20 µM; in the data active = activation above about 50%
Target sequence (P0AE70 whole entry, looked up): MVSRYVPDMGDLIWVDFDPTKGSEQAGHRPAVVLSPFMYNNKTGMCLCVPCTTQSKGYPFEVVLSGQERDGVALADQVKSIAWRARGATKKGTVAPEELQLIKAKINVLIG
SSB-PriA inh: K. pneumoniae PriA-SSBct interaction inhibition | AlphaScreen SSBct-PriA binding, biotinylated peptide | inhibition, % at 33 µM | 430,000 compounds, 0.6% hits; in the data active = inhibition mostly above about 37%, no sharp cut-off; inactive = mostly below about 20%;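 also: plate controls were negative control peptide for no effect and reference peptide for full effect; strong numbers were not always called active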
Rv3671c protease: inhibitors of M. tuberculosis serine protease Rv3671c; AID 2606; P9WHR9; inhibition, % at 5.96 µM; 320,000 compounds, 0.048% hits; in the data active = inhibition above about 38%;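 also: extracellular domain of Rv3671c used as enzyme; 0% = enzyme with DMSO and 100% = no enzyme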
Target sequence (P9WHR9 whole entry, looked up, the tested form may be a part): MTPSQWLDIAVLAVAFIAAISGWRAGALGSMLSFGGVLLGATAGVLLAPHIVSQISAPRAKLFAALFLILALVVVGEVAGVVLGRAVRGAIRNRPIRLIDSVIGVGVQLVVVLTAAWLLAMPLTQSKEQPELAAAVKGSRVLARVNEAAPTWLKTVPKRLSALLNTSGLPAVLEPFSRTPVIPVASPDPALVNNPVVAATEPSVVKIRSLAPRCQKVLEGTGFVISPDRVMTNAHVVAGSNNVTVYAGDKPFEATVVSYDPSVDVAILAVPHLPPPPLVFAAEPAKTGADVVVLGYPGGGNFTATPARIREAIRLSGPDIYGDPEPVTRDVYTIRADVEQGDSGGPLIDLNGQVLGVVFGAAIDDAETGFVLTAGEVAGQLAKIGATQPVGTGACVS
FBA Mtb inh: Mtb fructose-bisphosphate aldolase inhibition | AID 588726 | inhibition, % at 1 µM | P9WQA3 | purified M. tuberculosis FBA, fluorescence read-out | 360,000 compounds, 2.3% hits; in the data active = inhibition above about 27%;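 also: 0% = vehicle and 100% = reference inhibitor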
VHR inh abs: DUSP3 (human) phosphatase inhibition; inhibition, % at 13.3 µM; AID 1654; 290,000 compounds, 0.52% hits; P51452; recombinant VHR phosphatase, pNPP absorbance; in the data active = inhibition above about 50%; also: some compounds called inactive have numbers as strong as hits
3CLpro inhibitor: SARS-CoV 3CLpro protease inhibition; inhibition, % at 6 µM; AID 1706; recombinant SARS-CoV 3CLpro, quenched FRET peptide cleavage; 290,000 compounds, 0.14% hits; in the data active = inhibition above about 12%
An asterisk follows results filed as active; i = inactive; . = no result given. An excerpt, so the mix of outcomes need not match the whole.

SMILES | UGM FP inh | BioA inh | Vc quorum ag | GDH-TPI inh | MazEF act | SSB-PriA inh | Rv3671c protease | FBA Mtb inh | VHR inh abs | 3CLpro inhibitor
O=C(O)CCCn1cc(NC(=O)c2sc3ccccc3c2Cl)cn1 | -0.9 | 2.0 | -0.2 | 16 | 0 | -9 | -3 | 1 | 6 | -5
COc1cccc(C2C(C(=O)c3cc4ccccc4o3)=C(O)C(=O)N2CCN2CCOCC2)c1 (configuration not stated) | 3.1 | 1.5 | 0.6 | 11 | 3 | 0 | -3 | 4 | 15 | 1
O=c1cc(N2CCN(Cc3ccccc3)CC2)[nH]c(=O)n1-c1ccc(Br)cc1 | -1.8 | 0.4 | -0.3 | 1 | 3 | -8 | 5 | 1 | 2 | -6
Cc1ccc(S(=O)(=O)NCCCN2CCOCC2)cc1C | 2.0 | -0.2 | 9.8 | -9 | -1 | -19 | -4 | -11 | 9 | -3
CCOC(=O)c1nnn(CC(=O)Nc2cccc(Cl)c2C)c1C(=O)OCC | -0.8 | -1.2 | -0.1 | 4 | 8 | -12 | -3 | -1 | -12 | 4
CCCN(CC(=O)Nc1ccccc1C)C(=O)C1CCN(S(=O)(=O)c2ccc3c(c2)OCCO3)CC1 | . | -0.5 | -0.7 | 5 | 7 | -10 | . | 2 | . | .
CCOC(=O)c1cc2c(cn1)[C@H](CCO)NC2 | . | 0.8 | -1.9 | -4 | -4 | -2 | . | -1 | . | .
O=C(Nc1ccnn1C1CCN(Cc2ccc3nonc3c2)CC1)c1cccc(F)c1 | -0.9 | 4.5 | -2.4 | 1 | 8 | 1 | -2 | -2 | 12 | -3
CCOc1cc(C)c(S(=O)(=O)Nc2ccc3cn[nH]c3c2)cc1C | 0.2 | 0.1 | -0.9 | 7 | 1 | 8 | -12 | -4 | 20 | 7
CSc1ccccc1NC(=O)CCn1c(=O)sc2ccccc21 | -4.1 | . | 0.0 | -5 | -5 | -18 | 6 | -8 | 8 | 6
CCc1nnc(NC(=O)CCC(=O)Nc2ccc(C)cc2)s1 | 0.6 | -1.5 | i | 3 | -14 | -15 | 0 | 2 | -5 | 2
Cc1nnc(SCC(=O)Nc2ccccc2F)n(N)c1=O | -1.0 | 1.2 | i | 2 | 1 | 5 | -1 | 6 | 14 | 2
C1=C(CCNc2ncnc3c2cnn3-c2ccccc2)CCCC1 | 0.7 | -0.1 | i | 10 | -5 | -8 | -5 | 2 | 27 | .
CCOC(=O)c1[nH]c(C)c(C(=O)NCCCN2CCOCC2)c1C | -1.1 | -0.5 | i | 8 | -3 | -12 | 6 | 0 | 22 | 3
Cc1cccc(OCCOC(=O)C2CCN(S(=O)(=O)c3ccc(C)c(C)c3)CC2)c1 | 3.8 | -1.2 | 2.9 | 3 | 0 | 47* | -18 | 4 | -2 | 4
COc1cccc(C(=O)N/N=C2/SCC(=O)N2CCc2ccc(OC)c(OC)c2)c1 | 0.4 | -0.1 | i | 14 | -9 | . | 5 | 0 | 16 | 5
CC(=O)Nc1c(C)nn(-c2ccc(C)c(C)c2)c1C | 1.6 | 0.9 | 1.8 | -12 | 1 | -6 | -8 | 7 | 13 | -1
COc1ccc(CNC(=O)C2CCCN(S(=O)(=O)c3c(C)n[nH]c3C)C2)cc1 (configuration not stated) | -1.4 | -0.7 | i | 9 | -6 | 1 | -4 | 4 | 10 | 2
N#CCCn1nnc2ccccc21 | 0.0 | . | 0.4 | -12 | 7 | -22 | 8 | -1 | 2 | 0
COc1cc2c(cc1NC(=O)CSc1nc3ccccc3[nH]1)oc1ccccc12 | 2.6 | -2.1 | -0.8 | 17 | -4 | 1 | -53 | 0 | 10 | 1

Of the compounds above, these contain fluorine:
SMILES | UGM FP inh | BioA inh | Vc quorum ag | GDH-TPI inh | MazEF act | SSB-PriA inh | Rv3671c protease | FBA Mtb inh | VHR inh abs | 3CLpro inhibitor
O=C(Nc1ccnn1C1CCN(Cc2ccc3nonc3c2)CC1)c1cccc(F)c1 | -0.9 | 4.5 | -2.4 | 1 | 8 | 1 | -2 | -2 | 12 | -3
Cc1nnc(SCC(=O)Nc2ccccc2F)n(N)c1=O | -1.0 | 1.2 | i | 2 | 1 | 5 | -1 | 6 | 14 | 2

Back to the main list; the three compounds before the break are reprinted first.
SMILES | UGM FP inh | BioA inh | Vc quorum ag | GDH-TPI inh | MazEF act | SSB-PriA inh | Rv3671c protease | FBA Mtb inh | VHR inh abs | 3CLpro inhibitor
COc1ccc(CNC(=O)C2CCCN(S(=O)(=O)c3c(C)n[nH]c3C)C2)cc1 (configuration not stated) | -1.4 | -0.7 | i | 9 | -6 | 1 | -4 | 4 | 10 | 2
N#CCCn1nnc2ccccc21 | 0.0 | . | 0.4 | -12 | 7 | -22 | 8 | -1 | 2 | 0
COc1cc2c(cc1NC(=O)CSc1nc3ccccc3[nH]1)oc1ccccc12 | 2.6 | -2.1 | -0.8 | 17 | -4 | 1 | -53 | 0 | 10 | 1
Cc1nc2ccc(NC(=O)c3ccc4ccccc4n3)cc2s1 | -2.6 | . | i | 3 | 9 | 3 | -8 | 0 | -17 | -1
CC(=O)c1c(C)[nH]c(C(=O)OCc2ccc([N+](=O)[O-])cc2)c1C | 0.9 | -0.4 | -0.2 | -1 | 1 | 2 | -11 | -1 | 52* | -8
Cc1ccc(OCC(=O)NNC(=O)c2cc(C)[nH]n2)cc1 | 0.7 | . | -0.3 | 2 | 3 | -11 | -15 | 1 | 0 | -1
O=C(N/C(=C/c1cccc(Br)c1)c1nc(=S)[nH][nH]1)c1ccccc1 | 5.5 | 0.6 | -1.5 | 23 | -6 | 30 | -13 | -3 | 28 | 8
CC(C)CC(=O)NC(=S)Nc1cccc(NC(=O)c2ccccc2)c1 | 2.5 | 4.2 | i | -3 | 3 | -3 | -26 | -2 | -15 | 0
O=C(Oc1ccc(Br)cc1)C1CCN(C2=NS(=O)(=O)c3ccccc32)CC1 | . | -1.7 | i | -2 | -2 | -4 | . | 0 | . | .
O=C(CCCn1cncn1)N1CCCC(Nc2ccc(F)cc2)C1 (configuration not stated) | 1.9 | -0.4 | 1.5 | 1 | -6 | 3 | . | 1 | 7 | -3
CCC(C)[C@H]1COCCS(=O)(=O)N1Cc1ccc(Cl)cc1Cl (some centres not stated) | 0.0 | -1.5 | i | 12 | -1 | 8 | -8 | 6 | 20 | 2
CCOC(=O)c1[nH]c2ccccc2c1NC(=O)CCN1CC(C)OC(C)C1 (configuration not stated) | 3.3 | 0.8 | i | 10 | 0 | -3 | -3 | 3 | 19 | -1
O=C(c1ccco1)N1CCN(S(=O)(=O)Cc2ccc(Cl)cc2)CC1 | 0.0 | . | i | 8 | 12 | -14 | 9 | 1 | 7 | 4
COc1ccc(N2CCN(C(CNC(=O)COc3ccccc3)c3ccco3)CC2)cc1 (configuration not stated) | 0.9 | 2.0 | i | -3 | -2 | 2 | 12 | -1 | . | .
O=C(/C=C/c1cccc(Br)c1)NC1CCN(Cc2ccccc2)CC1 | -0.9 | -0.7 | -0.8 | -1 | 1 | -4 | 0 | 0 | -6 | 4
COc1cc2c(cc1OC)CN(C(=S)Nc1ccc(C)cc1C)CC2 | 0.6 | . | i | -6 | 3 | -6 | -2 | 1 | -5 | 2
COc1ccc(CCNC(=O)c2ccc(OCc3c(C)noc3C)c(OC)c2)cc1 | 2.7 | -0.6 | i | 6 | 10 | -13 | 2 | 1 | . | .
O=C(COC(=O)CCC(=O)c1cccs1)Nc1ccccc1C(F)(F)F | 3.0 | -0.2 | i | 9 | 1 | -7 | -7 | -1 | . | .
O=C1OC(/C=C/c2ccccc2)=NC/1=C/c1ccco1 | -0.7 | -0.6 | -1.5 | 27 | -6 | -9 | -7 | 1 | -11 | 0
COc1ccc(NC(=S)N2CCN(c3ccccc3)CC2)c(OC)c1 | 0.4 | -1.5 | -0.2 | 6 | -28 | 2 | 9 | -1 | -4 | 4
Cn1c(Cl)cnc1C1CC(=O)c2cc(Cl)ccc2O1 (configuration not stated) | 0.2 | 1.5 | i | -7 | 8 | 0 | 2 | -2 | -8 | 1
CC1=NN(C(=O)c2ccc(Cn3cc([N+](=O)[O-])cn3)cc2)C(O)(C(F)(F)F)C1 (configuration not stated) | -1.7 | . | -0.4 | 4 | -3 | -15 | -1 | 0 | -8 | -6
Oc1[nH]c2ccccc2c1N=Nc1c(F)c(F)c(Cl)c(F)c1F | 0.3 | 5.0 | i | -4 | 16 | -2 | -8 | -1 | 11 | -1
COc1cc2cc(CN(Cc3cccnc3)C(=O)NCc3ccccc3)c(=O)[nH]c2cc1OC | -0.7 | 2.3 | 1.0 | 26 | 4 | 10 | 7 | 32* | 32 | -4
COc1cccc(NC(=O)c2sc3ncn(CC(=O)N4CCN(c5ccccn5)CC4)c(=O)c3c2C)c1 | 0.4 | 0.0 | i | 3 | 5 | -3 | 4 | 0 | 14 | -2
COc1ccccc1C(=O)Nc1ccc(C2=NNC(=O)CC2C)cc1 (configuration not stated) | -0.9 | . | -0.3 | 19 | 6 | 0 | -7 | -3 | 39 | -3
CC1CCCCC1NC(=O)COC(=O)COc1ccccc1Cl (configuration not stated) | -1.5 | . | -0.2 | 7 | 0 | -20 | -4 | 2 | 9 | -1
Cc1ccc(N(C(=O)c2csnn2)C(C(=O)NC2CCCCC2)c2ccncc2)c(C)c1 (configuration not stated) | 0.2 | -4.4 | -0.5 | -5 | -25 | 3 | -12 | 5 | 38 | 0
COc1ccc(/C=C/C(=O)OCC(=O)NCc2ccco2)cc1OC | -0.7 | -2.7 | -1.4 | 19 | 2 | 6 | 2 | 4 | -7 | 4
COc1cccc(CN2CCN(Cc3nc(-c4cccs4)oc3C)CC2CCO)c1 (configuration not stated) | -2.3 | -0.3 | i | 5 | -1 | -4 | -3 | -1 | 22 | 1
Cc1nonc1NC(=O)c1ccccc1Br | 2.7 | 1.5 | i | -8 | 1 | -5 | 2 | -1 | 39 | -6
C#CCONC(=O)c1cc(OCC(F)(F)F)ccc1OCC(F)(F)F | 0.4 | 2.3 | 3.1 | 4 | 3 | -7 | 7 | -1 | 53* | 2
Cc1ccc(OCC(=O)Nc2sc3c(c2C#N)CCC3)cc1C | 3.7 | -2.6 | i | 4 | 9 | -20 | 7 | 1 | 37 | -1
CC(C)(C)c1ccc(C(=O)NC(=O)COC(=O)c2ccco2)cc1 | . | -1.1 | -0.5 | 10 | -2 | -19 | . | -1 | . | .
O=C(c1ccc(F)cc1)N1CCN(Cc2ccccc2)CC1 | 0.9 | 0.2 | -0.3 | 2 | 4 | -11 | -3 | 1 | -16 | -6
CCOc1ccc(N2C(=O)Nc3ccccc3C2(O)C(=O)NCc2ccc(OC)cc2)cc1 (configuration not stated) | -3.0 | . | 3.1 | 7 | 3 | -4 | -4 | 1 | 16 | 4
Cc1cccc(N(CC(=O)NC2CCCC2)C(=O)CS(=O)CC(=O)Nc2ccc3c(c2)OCO3)c1C (configuration not stated) | -1.6 | 2.0 | i | 3 | 12 | -9 | 3 | 0 | 29 | 1
COc1ccc(CNC(=O)CN(c2cc(C)cc(C)c2)S(=O)(=O)c2c(C)[nH]c(=O)[nH]c2=O)cc1 | 0.2 | . | i | 7 | -7 | -12 | -4 | -1 | 6 | 6
NC(c1csc(Nc2ccc(C(=O)NCCCO)cn2)n1)C1CCCCC1 (configuration not stated) | . | -0.1 | -0.4 | 15 | . | . | . | -2 | . | .
CCN(CC(=O)Nc1ccc(OC)cc1)CC(=O)Nc1ccc(Cl)cc1F | -1.4 | . | -0.1 | 9 | -3 | -5 | 10 | 0 | 14 | 1
COc1ccc(C(=O)NC(=S)NNC(=O)[C@H]2C[C@@H]2c2ccccc2)cc1OC | 0.2 | . | -0.5 | 14 | -2 | -1 | 6 | 8 | 27 | 0
CC1Cc2ccccc2N1C(=O)CSc1nnc2c(n1)[nH]c1ccccc12 (configuration not stated) | 0.1 | 3.9 | 1.1 | 17 | 2 | -16 | -15 | 1 | 37 | 0
COc1ccc(-c2oc(=O)n(C)c2-c2ccc(OC)cc2)cc1 | 1.7 | . | -0.5 | 2 | 1 | 35 | -12 | 11 | -11 | 6
